# CAL PDZ FP: CAL PDZ peptide-binding inhibitors, primary screen, biochemical, fluorescence polarization, Cer-tagged CAL PDZ, HTS; Golgi-associated PDZ and coiled-coil motif-containing protein (Homo sapiens), Q9HD26; 330,000 tested, 0.02% active; inhibition, % at 20 µM; purified CAL PDZ, TMR-peptide fluorescence polarization, 1 h; AID 504414, 2011;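 active means highest replicate inhibition of at least 40%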;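 further: plate controls were DMSO neutral control wells for no effect and unlabeled competitor peptide control wells for full effect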
#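 Test system: purified CerCALP PDZ construct; Compound dosing: one concentration, 20 µM compound; Also added: TMR-labelled reporter peptide T*-PRC34 bound in PDZ groove; Read-out: inhibition from polarization loss; Controls: unlabelled peptide and DMSO controls; Signal: FP readout, S and P plane fluorescence; Incubation: 1 h at RT.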
# Tat export inh: E. coli Tat export inhibitors, primary screen, MC4100, TorA-mCherry reporter, fluorescence, single point; inhibition, % at 10 µM; 340,000 tested, 0.036% active; AID 488895, 2010;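 active means mean replicate inhibition at least 50% and at least half of replicates individually reaching 50%; inconclusive means only one of the two criteria met; inactive means neither criterion met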;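 further: exported cargo escapes ClpAP degradation while cytoplasmic cargo is degraded and loses fluorescence; 0% = median of neutral control wells and 100% = median of NaSCN control wells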
# DAGLB inh: DAGLB lipase inhibitors, primary screen, biochemical, fluorescence, HTS; Diacylglycerol lipase-beta (Homo sapiens), Q8NCG7; HEK293T DAGLB membrane lysate, EnzChek fluorogenic substrate; inhibition, % at 5.17 µM; 340,000 tested, 0.059% active; in the data active means inhibition above about 34%;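 further: 0% = enzyme with vehicle and 100% = wells lacking enzyme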
# Target sequence (Q8NCG7 whole entry, looked up): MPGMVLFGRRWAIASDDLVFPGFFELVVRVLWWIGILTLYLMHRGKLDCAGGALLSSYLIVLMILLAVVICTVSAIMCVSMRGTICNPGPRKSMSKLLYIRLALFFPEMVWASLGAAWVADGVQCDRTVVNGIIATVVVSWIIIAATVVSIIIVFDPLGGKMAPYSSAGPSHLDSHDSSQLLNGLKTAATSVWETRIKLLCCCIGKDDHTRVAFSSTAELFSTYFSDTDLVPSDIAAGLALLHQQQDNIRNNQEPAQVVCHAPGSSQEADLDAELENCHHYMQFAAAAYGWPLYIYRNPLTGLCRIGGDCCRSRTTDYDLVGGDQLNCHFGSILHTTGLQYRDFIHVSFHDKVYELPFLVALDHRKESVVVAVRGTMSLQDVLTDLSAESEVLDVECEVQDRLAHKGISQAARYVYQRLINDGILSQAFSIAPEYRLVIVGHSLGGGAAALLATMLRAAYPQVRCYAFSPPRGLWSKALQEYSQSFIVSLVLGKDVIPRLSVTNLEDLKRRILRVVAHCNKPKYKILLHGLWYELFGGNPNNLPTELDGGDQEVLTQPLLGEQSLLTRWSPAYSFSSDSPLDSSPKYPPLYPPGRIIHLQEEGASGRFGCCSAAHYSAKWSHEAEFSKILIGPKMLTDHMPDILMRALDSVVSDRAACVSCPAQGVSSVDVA
# Wnt act: Wnt/beta-catenin pathway activators, primary screen, cell-based, plate reader, single point; Wnt/beta-catenin reporter cell assay, activator; activation, % at 9.35 µM; 300,000 tested, 1.2% active; in the data active means activation above about 30%, passing the limit was not always enough; inconclusive means no clear call, values can overlap the other calls;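 further: 0% = neutral control wells and 100% = positive control wells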
# PvdQ inh: P. aeruginosa PvdQ acylase inhibitors, primary screen, biochemical, fluorescence, plate reader and imaging, single point | PvdQ acylase [Pseudomonas aeruginosa LESB58] | purified PvdQ acylase | inhibition, % at 10 µM | 340,000 tested, 0.063% active; in the data active means inhibition above about 30%, passing the limit was not always enough; inconclusive means no clear call, values can overlap the other calls;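 further: 0% = vehicle neutral wells and 100% = reference inhibitor wells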
# phage Ecoli inh: growth loss of phage-infected E. coli, primary screen, RecBCD inhibitor project, absorbance, with phage, HTS; inhibition, % at 11.9 µM; 360,000 tested, 0.26% active; AID 651602, 2012; in the data active means inhibition above about 11%
# AddAB inh: growth inhibition of E. coli expressing H. pylori AddAB, primary screen, AddAB inhibitor project, absorbance. inhibition, % at 11.9 µM. 330,000 tested, 0.29% active; in the data active means inhibition above about 12%;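 further: 0% = vehicle wells of infected cells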
# PfHsp90 set2: growth inhibition of PfHsp90-expressing yeast, primary screen, antimalarial PfHsp90 inhibitor project, S. cerevisiae, BacTiter-Glo luminescence, single point, set 2; inhibition, % at 9.4 µM; 310,000 tested, 0.32% active; AID 504621, 2011; BacTiter-Glo ATP, 48 h; yeast lacking PDR1 and PDR3 efflux regulators;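 active means every replicate shows inhibition above about 80%, whatever the replicate mean, limit read from the data; inconclusive means mean inhibition reaches the set limit but some replicate falls short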;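 further: 0% = DMSO neutral controls and 100% = 20 µM radicicol positive controls; yeast relying on Plasmodium falciparum Hsp90 in place of its own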
# Rtt109 HAT inh: inhibitors of C. albicans Rtt109/Vps75 HAT, primary screen, biochemical, ThioGlo CoA-SH fluorescence, plate reader | inhibition, % at 34.9 µM | AID 540336, 2011 | purified Rtt109/Vps75, 4 h | Histone acetyltransferase RTT109 (Candida albicans (strain SC5314 / ATCC MYA-2876)), … | 330,000 tested, 0.16% active;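 active means inhibition of at least 50% in every replicate; inconclusive means best replicate reaches 50% inhibition but some replicates fall short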
# Target sequence (Q5AAJ8 whole entry, looked up): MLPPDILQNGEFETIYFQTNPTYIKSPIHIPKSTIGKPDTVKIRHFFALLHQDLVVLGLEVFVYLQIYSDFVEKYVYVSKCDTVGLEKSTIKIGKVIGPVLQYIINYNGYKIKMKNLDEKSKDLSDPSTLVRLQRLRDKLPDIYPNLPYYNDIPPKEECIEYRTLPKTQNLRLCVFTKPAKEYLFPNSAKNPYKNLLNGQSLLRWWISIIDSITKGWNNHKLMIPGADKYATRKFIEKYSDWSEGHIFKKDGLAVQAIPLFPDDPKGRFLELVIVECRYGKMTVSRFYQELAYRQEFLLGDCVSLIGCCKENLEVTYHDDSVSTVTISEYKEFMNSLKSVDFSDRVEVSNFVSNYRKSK
# Ecoli viability: E. coli V3065 growth inhibition, primary screen, counter-screen for AddAB inhibitor project, absorbance, OD600 | 18 h | inhibition, % at 11.9 µM | 330,000 tested, 0.27% active;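 active means inhibition above the campaign's mean inhibition across all tested compounds plus 3 SD, cut at about 9.9% in these data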;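 further: uninfected addAB+ strain grown without phage in ampicillin broth; 0% = DMSO wells and 100% = ciprofloxacin 0.95 µg/ml wells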
# Starred values were filed as active, the others as inactive; ? = inconclusive; . = no result given.
# The line under a structure holds: DAGLB inh	Tat export inh	AddAB inh	CAL PDZ FP	phage Ecoli inh	Rtt109 HAT inh	PfHsp90 set2	Ecoli viability	PvdQ inh	Wnt act
> O=C(CN1CCOCC1)OCCCc1ccccc1
 : 0	3	4.2	-2.0	2.3	0	1	2.5	-3	.
> COn1c(SCc2cccc(Cl)c2)nc2ccccc2c1=O
 : -7	8	2.6	-2.9	0.6	16	.	0.4	6	.
> S=C(N/N=C/c1ccccc1Cl)Nc1cccc(Cl)c1Cl
 : -17	3	1.2	-1.2	2.4	5	-42	1.5	-13	-2
> [O-]/[N+](=C\c1cccc(Br)c1)c1ccccc1
 : 1	7	3.2	-0.1	4.1	-2	10	-0.5	-2	.
> Cc1cnc(C(=O)OCC(=O)Nc2cc(Cl)cc(Cl)c2)cn1
 : 1	-2	1.1	-2.0	1.4	.	-32	2.4	-5	-2
> CC(OC(=O)CCCN=C1NS(=O)(=O)c2ccccc21)C(=O)Nc1ccccc1F (stereo unspecified)
 : -1	-3	4.2	-2.7	0.2	-3	-6	1.2	14	2
> COc1ccc(CNC(=O)c2cc(=O)c3cc(C)ccc3o2)cc1
 : -1	-5	0.4	0.0	-3.6	0	8	0.2	-7	3
> COc1ccc(-c2noc(N3CCC(C(=O)NCc4ccc(Cl)cc4)CC3)n2)cc1
 : -1	-7	0.0	0.2	2.7	5	-16	0.9	-7	1
> CC(=O)Nc1ccc(C(=O)CN2C(=O)NC3(CCCCCC3)C2=O)c(F)c1
 : 2	-6	0.6	-0.3	2.4	2	0	-1.3	-5	-6
> Cc1cc(C)c(-c2csc(Cc3nc(-c4cc5ccccc5oc4=O)cs3)n2)cc1C
 : -14	-5	2.7	0.0	4.2	-10	0	-1.6	-5	.
> Cc1c(-c2nc(N)nc(Nc3ccccc3F)n2)oc2ccccc12
 : -3	5	2.4	-1.9	2.8	5	-34	-0.2	1	.
> COc1ccccc1CNC(=O)c1ccc(OC(F)F)c(OC)c1
 : -1	-7	0.8	-0.7	4.1	6	22	-1.4	-4	0
> CCOc1cc(C(=O)N2CCC(CC3CC(c4ccc(Cl)cc4)=NO3)(C(=O)NCC3CCCCC3)CC2)cc(OCC)c1OCC (stereo unspecified)
 : -13	2	4.3	0.2	4.2	9	11	-1.9	-17	-10
> O=C(NCC(=O)N1CCN(c2ccccc2F)CC1)c1ccco1
 : -1	-4	.	-0.8	-0.6	-1	-11	.	-18	1
> Cc1cc(OC(C)C(=O)NC(Cc2c[nH]c3ccc(O)cc23)C(=O)O)c2c(C)c(C)c(=O)oc2c1 (stereo unspecified)
 : -2	0	4.5	-1.5	0.5	0	1	0.3	-10	3
> O=C(CSc1nc2ncc(Cl)cc2[nH]1)NC1CCS(=O)(=O)C1 (stereo unspecified)
 : 0	-3	5.6	-0.1	1.9	-3	-7	-3.1	-4	1
> Brc1ccc(CSc2nnc(-c3cnccn3)n2Cc2ccco2)cc1
 : -2	2	0.2	-2.0	3.2	-5	-20	0.8	-2	-4
> COC(=O)C(C)Sc1nnc(Cc2cc(=O)[nH]c(=O)[nH]2)n1-c1ccc(OC)cc1 (stereo unspecified)
 : 1	-4	2.5	-0.8	0.8	-15	9	-0.4	-24	-1
> O=S(=O)(Cc1ccccc1)c1cnc2ccccc2n1
 : 2	2	1.1	-0.1	1.9	4	32	-0.2	-8	.
> CN(CC(=O)NCCc1ccc(S(N)(=O)=O)cc1)CC(=O)Nc1ccccc1C(F)(F)F
 : -1	-10	0.1	-0.7	3.6	-12	.	-0.3	-19	-9
> Cc1ccc(C)c(Nc2ncnc(N)c2[N+](=O)[O-])c1
 : -2	4	-1.6	0.3	0.9	3	-14	0.2	2	.
> CSc1ccc(-c2nc(CSCC(=O)NCCCN3CCOCC3)c(C)o2)cc1
 : 1	2	-1.7	-3.0	3.2	-7	-15	-1.1	-3	-6
> CC1CCCC(C)N1C(=O)CSc1nnnn1C1CCCC1 (stereo unspecified)
 : -1	-4	.	-0.9	1.8	4	3	.	4	8
> CCn1c(COc2ccccc2C)nnc1SCC(=O)Nc1cc(C)on1
 : 0	8	0.6	-2.8	2.0	32	-21	-1.0	3	.
> O=S1(=O)C=CC(Nc2cccc(Cl)c2)C1 (stereo unspecified)
 : 0	1	0.6	-2.0	1.9	5	-46	-0.8	-5	-5
> COC(=O)Cc1ccc(NC(=O)c2ccc(NC(=O)c3ccco3)cc2)cc1
 : -3	-11	3.8	.	3.4	-1	-21	-0.4	-5	-2
> O=S(=O)(NCc1ccccc1)NCc1ccccc1
 : -3	-4	0.7	-1.7	3.8	.	-16	-2.1	-8	1
> COc1cccc(-n2c(SCC(=O)NC3CCCCC3)nc3n[nH]c(C)c3c2=N)c1
 : 0	0	2.7	-4.0	2.3	0	7	-1.3	-4	.
> CCC(=O)Nc1nnc(S(=O)(=O)N(C)c2ccccc2)s1
 : -2	2	.	-6.2	0.6	-5	-7	.	-21	-2
> CC(C)C(=O)OC/C(O)=C(\C#N)c1nc2ccccc2[nH]1
 : 0	8	0.3	0.4	3.0	-2	33	2.2	-8	1
> C/C(N)=C(/C#N)C(=O)CSc1nc2ccccc2c(=O)n1-c1ccccc1C
 : 0	1	1.2	-3.2	1.9	23	0	1.4	13	.
> Cc1cc(=O)oc2cc(OCC#N)ccc12
 : 0	-3	3.9	0.3	0.9	4	12	0.4	0	-2
> COC(=O)c1ccccc1S(=O)(=O)N(Cc1ccco1)Cc1cc2cc(OC)ccc2[nH]c1=O
 : 1	-5	1.0	-1.1	2.9	-12	-7	1.1	-11	.
> COc1ccc(-c2c(C(F)(F)F)nn(C)c2NC(=O)c2ccco2)cc1
 : -1	-5	2.0	-1.8	3.9	3	-25	2.0	-8	2
> O=C(Nc1ccc(S(=O)(=O)NC2=NCCCCC2)cc1)c1cc(S(=O)(=O)N2CCOCC2)ccc1F
 : -1	-2	1.8	-2.0	-1.2	-3	5	0.8	-16	-2
> NC(=O)c1ccc(NC(=O)COC(=O)C2(c3cccc(F)c3)CCCC2)cc1
 : -2	-1	-0.1	0.3	2.0	5	18	-1.2	-16	12
> CC1(C)CN(c2cccc(-c3ccnc4ncnn34)c2)C1=O
 : -1	4	-0.3	0.3	2.4	12	5	-0.7	1	0
> CC(=O)N(O)CCCCCNC(=O)CCC(=O)N(O)CCCCCNC(=O)CCC(=O)N(O)CCCCCNC(=O)CCC(=O)O
 : -1	-9	22*	-3.9	11*	2	19	25*	-15	0
> CC(=O)N/C(=C/c1ccccc1)C(=O)NCCO
 : -2	1	0.7	-1.0	4.2	-2	-9	0.6	4	-5
> CC(=O)c1c(N2CCCCC2)nc(=O)n(-c2ccccc2)c1C
 : 0	-4	4.3	-1.2	2.3	-6	.	-1.5	-9	-4
> Cc1c(Br)c(O)c(Br)c2sc(=O)oc12
 : 14	1	0.8	1.4	2.7	?	-29	-1.2	9	0
> O=C(CCCn1c(=O)[nH]c2cc(Cl)ccc2c1=O)NCCCN1CCN(c2ccc(F)cc2)CC1
 : 3	-5	1.4	-2.2	0.8	-8	18	1.3	-12	-1
> COc1cccc(C2Nc3ccccc3NC3=C2C(=O)CC(C)(C)C3)c1 (stereo unspecified)
 : -2	-10	1.0	-0.4	1.5	1	-5	1.5	-5	2
> COc1ccc(S(=O)(=O)N2CCOCC2)cc1NC(=O)c1c(-c2ccccc2)noc1C
 : 0	3	.	-1.9	4.9	8	.	.	-5	-4
> Cc1c(Cl)cccc1NC(=O)CNc1cccc(S(=O)(=O)N(C)C)c1
 : -2	-3	0.1	-0.3	3.2	-9	15	-1.4	-8	.
> Nc1ccccc1Sc1c[nH]c2ccccc12
 : 2	-7	2.4	-0.7	4.0	-19	-8	-1.2	-7	0
> Cc1cccc(NC(=O)c2ccc3c(c2)OCCO3)n1
 : -4	13	3.5	1.0	.	2	9	-0.6	37*	.
> O=C(c1ccc(F)cc1)C1CCN(S(=O)(=O)c2ccccc2)CC1
 : -5	1	5.1	-2.0	-1.4	6	.	1.2	-13	9
> COC(=O)c1cccc(-n2c(C)cc(C=O)c2C)c1C
 : -2	-9	0.8	-0.2	2.1	-8	-7	2.8	9	-2
> O=C(CN1C(=O)CCC1=O)NCC12CC3CC(CC(C3)C1)C2
 : -3	-2	4.3	0.0	0.3	-28	4	0.0	-4	.

# More compounds.
# The line under a structure holds: DAGLB inh	Tat export inh	AddAB inh	CAL PDZ FP	phage Ecoli inh	Rtt109 HAT inh	PfHsp90 set2	Ecoli viability	PvdQ inh	Wnt act
> CCc1ccc(C2=NN(S(C)(=O)=O)C(c3cccs3)C2)cc1 (stereo unspecified)
 : -3	-1	0.0	-3.0	3.1	1	.	1.6	-5	44*
> Cc1ccc(OCC(=O)N/N=C/C=C/c2ccco2)cc1
 : 6	0	0.7	-2.0	-0.5	0	-23	0.1	9	.
> Cc1ccc(-c2nnn(CC(=O)NCc3ccccc3)n2)c(-n2cnnn2)c1
 : 2	-9	1.5	1.1	1.3	17	-18	-1.7	-10	.
> CCn1c(COc2cccc(C)c2C)nnc1SCC(=O)N1CCN(c2ccc(OC)cc2)CC1
 : 0	-3	1.4	-0.3	1.6	10	-29	0.2	-15	-1
> CCC(=O)N(CCN1CCOCC1)Cc1cc2cc3c(cc2nc1Cl)OCO3
 : 0	-5	4.6	0.1	4.2	1	-4	0.9	9	4
> Cn1c(CSc2nc3ccccc3n2C)nc2ccccc21
 : 2	3	0.9	-1.7	1.0	-28	61	2.2	-19	17
> COc1ccc(N(CC(=O)Nc2cccc(C)c2C)S(=O)(=O)c2c(C)[nH]c(=O)[nH]c2=O)cc1
 : 0	6	0.8	-1.8	100*	-6	2	0.3	-13	16
> CCOc1ccc(NC(=O)CSc2nc(=O)n(CCCN3CCOCC3)c3c2CCC3)cc1
 : 0	8	-2.4	-2.9	0.1	7	.	-2.4	-5	1
> CCOc1ccc(C(=O)N2CCN(c3ccccc3)CC2)cc1OCC
 : 0	-4	3.9	-0.8	1.8	8	-15	1.0	6	.
> COc1ccc(CN2CCCC(N3CCN(c4ccc(OC)cc4)CC3)C2)cc1 (stereo unspecified)
 : 1	5	3.0	-1.7	3.1	11	10	-1.6	8	-1
> O=C(NC1CCN(Cc2ccccc2)C1)c1cccc(S(=O)(=O)N2CCOCC2)c1 (stereo unspecified)
 : 3	2	.	-7.7	4.1	0	.	.	-5	-1
